High-throughput results as filed in PubChem BioAssay.
Cav3 T inh = inhibitors of human Cav3.2 T-type calcium channel; Cav3.2-expressing cells, Fluo-4 calcium fluorescence FDSS; stronger effect = lower value; hit rate 4% among 100,000; O95180; AID 449739; B-score at 10 µM;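 active = single-dose well whose peak fluorescence ratio is a statistical outlier from its plate by either plate-standardised score or position-corrected B-score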
* = called active by the depositor.

smiles | Cav3 T inh
CCC(=O)Nc1cccc(C2=NOC3(C2)C[C@H](C(N)=O)N(C(=O)c2ccc(Cl)cc2)C3)c1 (stereo not given in full) | 0.97
O=C(CCc1ccc(S(=O)(=O)N2CCOCC2)cc1)NCCc1ccccn1 | 0.67
O=C(NC(=S)Nc1ccccc1Cl)c1csnn1 | -0.15
CSc1ccccc1NC(=O)c1onc(C)c1Cl | -0.2
COc1cccc(OC)c1C(=O)OCC(=O)Nc1ccc(OC(F)(F)F)cc1 | -4.8*
CC(=O)N1CCN(CC(=O)Nc2c(Cl)cc(Cl)cc2Cl)CC1 | 0.11
CC(C)CC(NC(=O)C(CC(C)C)NC(=O)OC(C)(C)C)C(N)=O (stereo not given) | 2.1
O=C(/C=C/c1ccco1)NC(=S)Nc1ccc(Cl)cn1 | -0.054
O=C(CN1CCN(c2ccccc2)CC1)N1CCN(c2ccccc2)CC1 | -0.44
CCC(CC)C(=O)Nc1cccc(C(=O)NCc2ccco2)c1 | -1.8
COc1ccccc1C(c1nnnn1C(C)(C)C)N1CCN(C(=O)c2ccco2)CC1 (stereo not given) | 0.28
Cc1ccc(N2CCN(/N=C/c3sccc3C)CC2)cc1 | -0.22
Cc1ccccc1-c1nc(CN2CCC(C(=O)N3CCN(c4ccccn4)CC3)CC2)c(C)o1 | 0.42
COc1ccccc1NC(=O)C1CC(=O)OC1c1ccccc1 (stereo not given) | 0.54
O=C(O)CSc1nnc(-c2cccs2)n1-c1ccc(Cl)cc1 | 0.78
COC(=O)c1cc(NC(=O)CN2CCOCC2)cc(C(=O)OC)c1 | -0.71
CCOC(=O)c1c(-c2ccc(C)o2)csc1NC(=O)CSc1ncn[nH]1 | -4
CCN(CC)c1ncccc1C(=O)NCc1cccs1 | 0.028
COCCN(C(=O)C(C)C)c1nnc(-c2cccc(C)c2)s1 | -0.84
COc1ccc(C(=O)c2coc3ccc(O)c(CN4CCOCC4)c23)cc1 | -1.7
Cc1ccc(C2=NN(C(=S)Nc3ccccc3)C(c3ccco3)C2)cc1 (stereo not given) | -3
COC(=O)CSC1=C(C#N)C(=O)NC(c2ccccc2)S1 (stereo not given) | -0.21
O=C1CCC(=O)N1c1cccc(-c2nc3ccccc3o2)c1 | 0.64
O=C(c1c(Cl)nc2sccn12)N1CCCc2ccccc21 | 0.017
CCS(=O)(=O)c1ccc(O)c(N2C(=O)C3C4C=CC(C4)C3C2=O)c1 (stereo not given) | 0.14
COc1ccc(C2C(C(=O)NCC3CCCO3)CCC(=O)N2c2ccc3c(c2)OCO3)cc1 (stereo not given) | 0.49
CC(CN1CCCCC1)OC(=O)c1ccccc1Cl (stereo not given) | -0.19
O=C(C1=C[C@@H](c2ccc(Br)cc2)C[C@@H](OCCCCO)O1)N1CCOCC1 | 0.4
COc1cccc(C2NC(CC(C)C)(C(=O)O)C3C(=O)N(Cc4ccccc4)C(=O)C23)c1O (stereo not given) | -0.015
O=C(COc1ccccc1)NC1CCN(Cc2ccccc2)CC1 | 0.3
Cc1[nH]n(-c2ccccc2)c(=O)c1S(=O)(=O)c1ccccc1 | 0.36
CCn1c(=O)cc(OCC(=O)Nc2cc(C)ccn2)c2ccccc21 | -0.0098
CCOc1ccc(C2CC(c3ccc(F)cc3)Nc3nc(N)nn32)cc1 (stereo not given) | -0.29
CCCC(c1nnnn1CCc1ccccc1)N1CCN(C2CCCC2)CC1 (stereo not given) | 1.8
O=S1(=O)CCC(S(=O)(=O)N2CCCCCC2)C1 (stereo not given) | -0.16
O=C(Nc1cccc(C(=O)N2CCOCC2)c1)c1cccnc1 | 1.7
COc1cc(NC(=O)c2c(F)cccc2F)nc(OC)n1 | 0.075
CCN1CCN(C(=O)c2cnn3c(C(F)F)cc(-c4ccc(C)cc4)nc23)CC1 | -0.00033
CC1CCC(NS(=O)(=O)c2ccc3c(c2)n(C)c(=O)c(=O)n3C)CC1 (stereo not given) | 1.8
CCOC(=O)C1CCN(Cc2cccc(OC)c2)CC1 | -1.4
COc1cccc(CN2C(=O)C3(C(C#N)=C(N)OC4=C3C(=O)CCC4)c3ccccc32)c1 (stereo not given) | -1.3
Cc1ccc(C(C)C)c(OCCNC(=O)c2cncc(Br)c2)c1 | -4.9*
Cc1nnc(SC(C)C(=O)Nc2ncc(Cl)cc2Cl)n1Cc1ccccc1 (stereo not given) | 0.45
C=CCn1c(=O)c2c(nc3n2CCN3c2cccc(Cl)c2C)n(C)c1=O | 0.7
CCN1CCN(c2nn3c(=O)c4ccccc4nc3c3ccccc23)CC1 | 1.7
CC(=O)/C(C#N)=C1\NC(=O)C(Cc2ccccc2)S1 (stereo not given) | -0.0033
Cc1ccccc1C(=O)N1CCC(C(N)=O)CC1 | 0.49
CSc1nc(NCc2ccco2)c2c3c(sc2n1)CN(C)CC3 | 1.3
CCOc1ccc(S(=O)(=O)Nc2nc3ccc(OC)cc3s2)cc1 | 0.19
O=C(CCn1nnc2ccccc2c1=O)NCC1CCC(C(=O)O)CC1 (stereo not given) | -1.4

Continued:
smiles | Cav3 T inh
COc1cc(OC)nc(NC(=O)CSc2nc3ccccc3o2)n1 | 0.8
COC(=O)c1n[nH]c2ccccc12 | 0.45
O=C(CSc1nnc2n(C3CCCC3)c(=O)c3ccccc3n12)N1CCCCCC1 | -0.66
O=C1OC(c2ccc(Cl)cc2)/C(=C(/O)c2ccccc2)C1=O (stereo not given) | -2.2
Cc1cc(Nc2ccccc2Cl)n2nnnc2n1 | 0.034
COc1ccc(-c2nc3ccccc3c(=O)n2N)cc1 | -1.2
COc1cccc(OC)c1OCCCN1CCOCC1 | -0.55
COCCCn1c(SCC(=O)Nc2nnc(C)s2)nnc1-c1ccoc1C | 0.97
CC/C(C)=C1\SC(N2CCN(C(C)=O)CC2)=NC1=O | -0.07
O=S(=O)(c1ccc2ccccc2c1)n1cnc2ccccc21 | 0.46
COc1ccccc1CNC(=O)C(C)NS(=O)(=O)c1ccc(C)cc1 (stereo not given) | 0.49
CN1CCN(C(=O)c2cc3nc(-c4ccc(F)cc4)cc(C(F)(F)F)n3n2)CC1 | 0.32
O=c1c2ccccc2ncn1CCCSc1ccccc1 | -0.019
COc1ccccc1Cn1nnc2c(=O)[nH]c(C3CCN(C(=O)c4ccccc4Cl)CC3)nc21 | 0.87
COc1cccc(C2=Nn3c(nnc3-c3ccccc3O)SC2)c1 | -0.6
Cc1cc(C)n2c(SCC(=O)Nc3ncc(C(F)(F)F)cc3Cl)nnc2n1 | 0.33
COc1ccc(C(=O)c2sc3nc(-c4ccccc4)ccc3c2N)cc1OC | 0.04
CC(C)C(OC(=O)c1ccco1)C(=O)NCc1ccccc1 (stereo not given) | 0.11
C=C(C)Cn1c(CNC(C)=O)nc2ccccc21 | 0.46
CC(C)N(C(=O)CSc1nnnn1C1CCCC1)C(C)C | -3.7*
CC1(CCC#N)N=C(SCCC#N)N(c2ccccc2)C1=O (stereo not given) | 0.27
Cc1ccc(NC(=S)NC2CCCC2)cc1 | -0.055
CC1(C)CC(=O)c2cc(OCC(=O)N3CCN(c4ccccc4F)CC3)ccc2O1 | -2
CCOc1ccccc1OCCOc1ccccc1CC | -0.28
CC1CCN(c2ncnc3c2cnn3Cc2ccc(Cl)cc2)CC1 | -2.7
O=C(Cc1ccc(Nc2nc3ccc(Br)cc3[nH]2)cc1)NCCc1cccs1 | -3.2*
CCCNC(=O)Cn1cnc2sc(C(=O)N3CCN(CCC)CC3)c(C)c2c1=O | -1
COc1cc(NC(=O)C2CCCCC2)c(OC)cc1NC(=O)CCC(=O)NCc1ccco1 | 0.57
CCC(OC(=O)c1nsc(Cl)c1Cl)C(=O)NCc1cccs1 (stereo not given) | -0.47
O=C(c1ccc(Cl)cc1)N1CCC(O)(CSc2ccc(Cl)cc2)CC1 | -6.5*
Cc1ccc(NC(=O)CCSc2nnnn2-c2ccc3c(c2)OCO3)cc1C | -5.1*
CCOC(=O)N1CCN(C(=O)CSCc2ccc(Cl)cc2)CC1 | 0.74
CC(C)(O)[C@H](O)COc1c2ccoc2cc2oc(=O)ccc12 | 0.58
O=C(c1ccc(S(=O)(=O)N2CCCCC2)cc1)c1nnc(-c2ccc(Cl)cc2)o1 | 0.77
Cc1cc(=O)n(CCO)c(O)c1C#N | 0.47
COC(=O)C1OC2(OC1C(=O)OC)c1ccccc1-c1ccccc12 (stereo not given) | 0.3
O=C(O)CCNS(=O)(=O)c1ccc(Oc2ccccc2Cl)cc1 | 0.37
Cc1c(C(=O)N2CCN(c3ccccc3F)CC2)sc2nc(-c3ccccc3)cn12 | -0.61
Cc1cc(=O)oc(C)c1C(=O)Nc1ccc(Cl)cn1 | -0.029
CCOc1ccccc1N1C(=O)c2cccnc2C1=O | 0.8
CCc1cc(C(=O)NNC(=S)Nc2ccccc2C)cs1 | -0.64
Cc1ccc(-c2cc(C(=O)N/N=C/c3c(C)nn(C)c3C)c3ccccc3n2)c(C)c1 | 0.35
COc1cccc(OC)c1C(=O)N1CCN(c2c(Cc3ccccc3)c(C)nc3ncnn23)CC1 | 1.5
Cc1cnc(C(=O)OCC(=O)N2c3ccccc3NC(=O)C2(C)C)cn1 | -0.27
CC(=NCCc1ccccc1)C1=C(O)CSC1=O | 0.51
Nc1nnc(CCc2ccccc2)s1 | -0.012
COc1ccccc1Nc1nnc(SCC(=O)Nc2cc(C)on2)s1 | -3.2
O=C(c1cc2cc(Br)ccc2oc1=O)N1CCN(c2ccccn2)CC1 | 1.3
COC(=O)[C@@H]1C[C@@]2(O)[C@@H](O)[C@@H](O)[C@@H](O)C[C@H]2N1Cc1ccc(-c2ccccc2)cc1 | -0.25
C=CCn1c(C)cc(C(=O)CSc2nc3ccccc3[nH]2)c1C | -2.4

(continued)
smiles | Cav3 T inh
Cc1cccc(NC(=O)C2CC(=O)N(c3ccccc3)C2)c1C (stereo not given) | 0.18
Cc1cc(C)c2c(CN3CCN(Cc4ccc5c(c4)OCO5)CC3)cc(=O)oc2c1C | 0.75
C=CCN(c1ccc(C(=O)NC(C)C)cc1)S(C)(=O)=O | -0.33
O=C1CC(N(Cc2ccc3c(c2)OCO3)C(=O)Nc2ccc(F)cc2)C(=O)N1c1ccccc1 (stereo not given) | -0.95
COC(=O)c1cccc(NC(=O)c2cnoc2C)c1 | 0.1
OC1(c2ccccc2F)CCN(Cc2nnnn2CCc2ccccc2)CC1 | -1.7
O=C(O)c1ccc(CN2CCCCC2)o1 | 0.19
Cc1cc(C)n(-c2nc(Nc3ccccc3C)nc(-n3nc(C)cc3C)n2)n1 | -1.5
CCOC(=O)c1oc2ccc(Br)cc2c1CSc1nnc(C)s1 | -2.4
CC1CCCCC1NC(=O)CSc1nncs1 (stereo not given) | -0.43
Cn1c(SCC(=O)Nc2ccc3c(c2)OCCO3)nnc1-c1ccco1 | 0.72
Cc1ccc(OCC(=O)N2CCN(C(=O)c3cccs3)CC2)cc1 | 0.027
COc1ccc(-c2cc3ccccc3n2CC(O)CNCCO)cc1 (stereo not given) | 0.6
CCCC(=O)N1CCN(S(=O)(=O)c2cc(Cl)ccc2OC)CC1 | 0.24
COCc1[nH]nc2c1C(C1C=CCCC1)C(C#N)=C(N)O2 (stereo not given) | 0.58
COc1cc(Cl)c(S(=O)(=O)n2cnc(C)c2)cc1Cl | 0.35
CCN(CC)c1nc(-c2cccc(OC)c2O)nc2ccccc12 | 1.2
O=Cc1ccccc1OCCOc1ccccc1C=O | -0.51
CC(=O)c1ccc(-n2nnnc2SCC(=O)N2CCN(C(=O)c3ccco3)CC2)cc1 | 0.42
CCN1CCN(Cc2ccc(NC(=O)c3ccc(C)c(NC(=O)c4cccc5[nH]ccc45)c3)cc2C(F)(F)F)CC1 | -0.003
COc1ccc(Cc2nnc(SCC(=O)NCc3ccco3)o2)cc1 | 0.069
Cc1noc(C)c1S(=O)(=O)N1CCCC(C(=O)NCCc2ccc(Cl)cc2)C1 (stereo not given) | -1.3
Cc1cccc(C)c1OCc1nnc(SCC(=O)NCCc2ccccc2)o1 | -5.7*
CCC(C)(C)NC(=O)CN(C(=O)c1snc(C(N)=O)c1N)c1ccc(OC)c(OC)c1 | -0.24
CCOC(=O)C1=C(c2ccccc2)O/C(=C(/C#N)C(F)(F)F)S1 | -2.4

Arranged by SMILES length (highest first): three of the compounds above
smiles | Cav3 T inh
CCN1CCN(Cc2ccc(NC(=O)c3ccc(C)c(NC(=O)c4cccc5[nH]ccc45)c3)cc2C(F)(F)F)CC1 | -0.003
O=C1CC(N(Cc2ccc3c(c2)OCO3)C(=O)Nc2ccc(F)cc2)C(=O)N1c1ccccc1 (stereo not given) | -0.95
CCOC(=O)c1oc2ccc(Br)cc2c1CSc1nnc(C)s1 | -2.4

Next part:
smiles | Cav3 T inh
COc1ccccc1NC(=O)CSc1nnc(CNC(=O)COc2ccc(Cl)cc2)o1 | -3.2
Cc1ccc(C(=O)CSc2nnc(-c3ccccc3)o2)cc1 | 0.42
CN1CCc2c(sc3c2c(=O)n(-c2ccccc2)c2nnc(SCc4ccc(Cl)cc4)n32)C1 | 2.8
COc1ccc(NCC(=O)Nc2ccccc2C#N)cc1Cl | 0.68
Cc1cc(N2CCOCC2)c(F)cc1C(=O)c1ccccc1 | -0.84
CCCc1c(O)c2ccccc2n(-c2ccccc2)c1=O | 1.4
O=C1NCCCc2c1oc1cc(Br)c(O)c(Br)c21 | 0.34
O=C(CSc1nnc(-c2cccs2)o1)N1CCOCC1 | 1
COC(=O)c1ccccc1NC(=O)COC(=O)CSCC(=O)N1CCOCC1 | -0.09
O=C(NCc1nc(-c2ccccc2)no1)c1ccc2c(c1)OCO2 | -1.9
CCc1ccc2nc(Nc3nc(COC)cc(=O)[nH]3)nc(C)c2c1 | 0.37

Filtered by structure, the compounds so far with a COOH group (5)
smiles | Cav3 T inh
O=C(O)CSc1nnc(-c2cccs2)n1-c1ccc(Cl)cc1 | 0.78
COc1cccc(C2NC(CC(C)C)(C(=O)O)C3C(=O)N(Cc4ccccc4)C(=O)C23)c1O (stereo not given) | -0.015
O=C(CCn1nnc2ccccc2c1=O)NCC1CCC(C(=O)O)CC1 (stereo not given) | -1.4
O=C(O)CCNS(=O)(=O)c1ccc(Oc2ccccc2Cl)cc1 | 0.37
O=C(O)c1ccc(CN2CCCCC2)o1 | 0.19

Not all compounds are listed; the hit share may differ from the screen's.
